Glyco luc inh: blocks N-linked glycosylation in D54 reporter cells | reporter increase, % at 12.5 µM | 360,000 compounds, 0.23% hits | D54 ERlucT glycosylation luciferase reporter, 24 h; percent of 100 nM tunicamycin response | AID 588692;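 active = mean luciferase reporter signal, scaled so untreated is 0 and the glycosylation-blocking control 100, at or above a set limit in every replicate; inconclusive = mean reaches the limit but not every replicate does; inactive = mean below the limit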;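 note: luciferase carries N-glycosylation sites so blocking glycosylation raises the light; 0% = median of neutral control wells and 100% = median of 100 nM tunicamycin wells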
MC4R barr agon: activates human MC4R beta-arrestin recruitment. P32245. U2OS MC4R beta-arrestin complementation, luminescence; percent of melanotan II response, DMSO zero. activation, % at 8.9 µM. 360,000 compounds, 0.98% hits. AID 540308;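 active = activation above a per-plate cutoff, the mean activation of sample wells on that plate plus 3 SD, cut at about 8% in these data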
ABCB6 inh 2: human ABCB6 transporter inhibition. K562-ABCB6 porphyrin accumulation, flow cytometry, 1 h; hits give low values. fluorescence ratio to DMSO, % at 10 µM. 360,000 compounds, 0.19% hits. AID 602162;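 active = fluorescence ratio to DMSO below 75%, the collection mean minus 3 SD; inconclusive = too few cells collected in the well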;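 note: signal is porphyrin accumulated inside mitochondria; 100% equals median channel fluorescence of DMSO control wells; lower ratio means ABCB6 inhibition with less porphyrin fluorescence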
aDG glyco up: alpha-DG glycosylation activation. 360,000 compounds, 0.22% hits. activation, % at 10 µM. Pro5-aDG cells, alpha-DG glycosylation AlphaScreen (IIH6); 0% Pro5, 100% B10-LARGE cell signal;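 active = activation of at least 8% versus controls, or a plate z-score of at least 8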;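 note: Pro5 are CHO cells carrying HIG-tagged alpha-DG that lacks glycosylation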
Exocytosis inh: blocks lytic granule exocytosis | TALL-104 LAMP-1 surface exposure, flow cytometry; cells stimulated with thapsigargin and PMA | inhibition, % at 10 µM | 360,000 compounds, 0.66% hits | AID 651702;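 active = inhibition above about 55%, limit read from the data; inconclusive = no clear call, values can overlap the other calls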
NOD2-RIPK2 inh: inhibitors of human NOD2-RIPK2 interaction | O43353 | AID 624267 | 360,000 compounds, 0.38% hits | inhibition, % at 4.98 µM | CHO BLA complementation NOD2-RIPK2, CCF4 ratio; in the data active = inhibition above about 21%;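 note: 0% = vehicle only and 100% = reference blocker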
ABHD5 PLIN5 PPI: blocks binding of human ABHD5 to perilipin-5; Split G. princeps luciferase complementation, luminescence, 4 h; inhibition, % at 4 µM; 360,000 compounds, 0.78% hits;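 active = inhibition above the mean inhibition across every tested compound plus 3 SD, cut at about 22% in these data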;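 note: 0% = DMSO only wells and the 100% control is not disclosed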
TLR9-MyD88 inh: TLR9-MyD88 interaction inhibition | Q9NR96+Q99836 | 340,000 compounds, 0.21% hits | AID 504734 | CHO BLA complementation TLR9-MyD88, CCF4 FRET ratio | inhibition, % at 4.98 µM;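 active = inhibition above the mean over all tested compounds plus 3 SD, cut at about 21% in these data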;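 note: 0% = DMSO only wells and 100% = clavulanate BLA inhibitor control wells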
Vif imaging: inhibitors of HIV Vif. HEK293T cells, Vif self-association by quenched fluorescence, imaging, 24 h. inhibition, % at 7.49 µM. 340,000 compounds, 0.35% hits; in the data active = inhibition above about 50%, passing the limit was not always enough; inconclusive = no clear call, values can overlap the other calls; inactive = below about 31%; note: some results filed as inactive read as strong as hits
MC4R antag cAMP: antagonists of human melanocortin 4 receptor (MC4R). P32245. MC4R-expressing cells, MTII-stimulated cAMP, LANCE TR-FRET. inhibition, % at 6.5 µM. 360,000 compounds, 0.48% hits. AID 540295;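 active = inhibition above its plate's cutoff, the mean of tested wells on that plate plus 3 SD, cut at about 29% in these data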;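 note: 0% = Melanotan II alone and 100% = Melanotan II plus saturating MCL0020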
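Assay system: U2OS-MC4R stable cell line; Also added: Melanotan II; Technique: Eu-cAMP/anti-cAMP TR-FRET, emission 671 nm; Times: 30-min compound, 1-h challenge, 1-h detection, room temperature.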
* marks the source's active call; other numbers are inactive results; u = inconclusive. A portion of the library. The share of hits here may be higher or lower than overall.

SMILES	Glyco luc inh	MC4R barr agon	ABCB6 inh 2	aDG glyco up	Exocytosis inh	NOD2-RIPK2 inh	ABHD5 PLIN5 PPI	TLR9-MyD88 inh	Vif imaging	MC4R antag cAMP
Cc1cccc(-n2nc3c(c2NC(=O)c2ccc(Br)o2)CSC3)c1	-1	0.2	88	0.0	6	-5	2	-2	4	20
Cc1ccc(OCC(=O)Nc2nnc(C3CCCO3)s2)c(Br)c1 (configuration not stated)	1	0.6	86	1.5	-3	-11	-6	10	3	-6
CC#CCCCC(=O)Nc1ccc(C(=O)O)cc1	0	2.3	86	0.1	6	-4	15	0	2	-5
COc1ccc(N2CCN(C(=O)c3sc4ncn(CC(=O)N5CCCCC5C)c(=O)c4c3C)CC2)cc1 (configuration not stated)	-3	-0.6	103	-0.3	-14	0	-4	8	23	0
O=C1CC(N2CCN(c3ccc(C(=O)c4ccc(F)cc4)cc3)CC2)C(=O)N1 (configuration not stated)	-1	2.7	103	0.4	u	0	9	-5	-6	2
Cc1ccc(NS(=O)(=O)c2ccc3c(c2)NC(=O)C(C)C(=O)N3)cc1C (configuration not stated)	0	0.2	99	0.2	-3	0	0	-5	-3	6
O=S(=O)(N1CCCCC1)n1nnc2ccccc21	0	-1.0	97	0.0	2	1	2	-2	0	9
CCCCc1ccc(NC(=O)c2ccc(N(C)S(C)(=O)=O)cc2)cc1	-3	5.3	97	0.7	14	0	9	-9	-3	15
Cc1ccc(S(=O)(=O)Nc2nc3ccccc3nc2NCC2CCCO2)cc1 (configuration not stated)	-1	-0.4	105	-0.2	6	-15	-4	-3	-2	-2
CCC(CC)C(=O)Nc1cccc(C(=O)Nc2ccc(S(=O)(=O)Nc3ccc(C)cc3)cc2)c1	-6	-2.6	99	0.8	15	2	-5	3	-11	7

In the list so far, these have four or more nitrogen atoms.
SMILES	Glyco luc inh	MC4R barr agon	ABCB6 inh 2	aDG glyco up	Exocytosis inh	NOD2-RIPK2 inh	ABHD5 PLIN5 PPI	TLR9-MyD88 inh	Vif imaging	MC4R antag cAMP
COc1ccc(N2CCN(C(=O)c3sc4ncn(CC(=O)N5CCCCC5C)c(=O)c4c3C)CC2)cc1 (configuration not stated)	-3	-0.6	103	-0.3	-14	0	-4	8	23	0
O=S(=O)(N1CCCCC1)n1nnc2ccccc21	0	-1.0	97	0.0	2	1	2	-2	0	9
Cc1ccc(S(=O)(=O)Nc2nc3ccccc3nc2NCC2CCCO2)cc1 (configuration not stated)	-1	-0.4	105	-0.2	6	-15	-4	-3	-2	-2

Next part.
SMILES	Glyco luc inh	MC4R barr agon	ABCB6 inh 2	aDG glyco up	Exocytosis inh	NOD2-RIPK2 inh	ABHD5 PLIN5 PPI	TLR9-MyD88 inh	Vif imaging	MC4R antag cAMP
Cn1c(=O)c2ncn(CC(=O)NCCC3=CCCCC3)c2n(C)c1=O	-1	-1.9	89	-0.1	5	3	-2	-1	0	-4
Cc1nc2nc(SCC(=O)N3CCOCC3)nn2c(C)c1Cc1ccccc1	2	-1.1	103	0.1	0	-4	-3	-7	2	6
CCOC(=O)c1cnc(SCC(=O)N2CCC(C(N)=O)CC2)nc1N	1	-0.4	100	-0.4	-5	9	-9	0	1	6
N#Cc1ccc(C=NN2CCCCCC2)cc1	-3	0.0	104	-0.4	-13	6	-3	5	2	-2
Cc1c(Cl)cccc1NC(=O)COc1ccc(S(=O)(=O)N2CCOCC2)cc1	0	-0.1	99	0.1	4	-3	0	-2	2	1
O=C(CCNC(=O)c1ccco1)Nc1ccc(F)c(Cl)c1	-1	-0.9	101	0.1	-8	-12	0	-8	11	1
COc1cc(/C=C(\C#N)c2nc3ccccc3o2)ccc1O	-2	-3.1	229	-0.2	8	13	-4	9	-1	-2
O=C(NCC1(N2CCOCC2)CCCCC1)c1ccc(Cl)c(S(=O)(=O)NCc2ccco2)c1	-3	1.0	86	0.0	-5	5	-1	-2	-9	-4
COC(=O)C1C(=O)c2c([nH]c(C(=O)OC3CCCC3)c2C)CC1C (configuration not stated)	-3	-1.7	80	-0.6	-4	14	-7	1	-9	1
CCOc1ccc(/C=C(\C)C(=O)c2c(C)cc(C)[nH]c2=O)cc1	-2	0.1	101	0.1	-4	-8	-7	5	-2	7
COc1ccc(CN2CCC(C(=O)N3CCCC(C)C3)CC2)cc1OC (configuration not stated)	-1	0.8	99	-0.3	-2	-3	0	-4	47	1
O=C(N/N=C/C(Br)=C/c1ccccc1)C(O)c1ccccc1 (configuration not stated)	1	1.7	100	0.2	6	6	25*	8	-3	4
COc1ccc([C@H]2CC(=O)C=C(c3cc(F)ccc3OC)C2)cc1	13	0.2	100	0.2	0	8	0	-13	4	-9
Cc1cc(-c2ccccc2)cc(=O)[nH]1	-1	0.7	97	0.1	-2	-7	8	0	-15	1
N#CC(C#N)=C1NC2(CCCC2)Cc2ccccc21	-1	0.9	103	0.2	0	1	-3	-6	6	7
CCOc1ccc(NC(=O)CN(C)C(=O)C2CCN(C(=O)Nc3ccccc3)CC2)cc1OCC	-1	3.2	102	0.0	-3	-8	-4	0	1	-4
COc1ccc(-c2cc(=O)oc3cc(OCC(=O)N4CCOCC4)ccc23)cc1	-1	-0.3	91	0.2	5	-8	-1	4	14	3
CCOC(=O)C1=NN(c2ccc(C)cc2)C2(S1)SC(C(C)=O)=C(C)N2c1ccccc1 (configuration not stated)	0	-0.3	95	-0.2	6	-2	-2	-1	-16	1
Cn1c(=O)oc2cc(S(=O)(=O)N3CCCC(C(=O)NCc4cccs4)C3)ccc21 (configuration not stated)	1	-0.4	104	-0.3	1	-12	-2	-5	3	6
CCOC(=O)c1sc(C)nc1C1CCN(C(=O)OCC)CC1	3	0.5	89	0.3	-2	-3	-1	2	-1	-4
O=C(NCc1nnnn1-c1ccc(Cl)cc1)c1ccc([N+](=O)[O-])o1	6	-0.7	97	1.4	2	-9	-10	3	7	8
COc1cc(C2=NOC(C(=O)NCc3cccs3)C2)cc(OC)c1OC (configuration not stated)	19	-1.5	97	-0.1	9	5	-7	-1	u	-28
COc1ccc([N+](=O)[O-])cc1-n1cccc1	-3	-0.8	97	-0.2	0	-4	3	2	0	3
CCOc1ccc2oc(C(=O)N(CC)CC(=O)Nc3c(F)cccc3F)c(C)c2c1	-2	1.1	95	0.2	7	0	3	2	-3	-4
O=C(CN1CCN(c2cccc(Cl)c2)CC1)NC1CCCc2ccccc21 (configuration not stated)	0	1.0	91	0.0	13	-1	3	-3	6	-3
COc1cc(-c2nc3cnccc3n2C)cc(OC)c1OC	0	-2.0	102	0.1	5	-4	8	2	4	5
CCOC(=O)c1ccc(COC(=O)c2cc3ccccc3oc2=O)o1	1	-1.0	94	-0.1	-1	1	-4	-9	0	-2
CCC/C(O)=C1\C(=O)CC(C)(C)CC1=NCCO	1	-1.1	96	-0.1	4	3	3	-5	-3	-2
CC(=O)n1c2ccccc2c2nc3ccccc3nc21	1	0.0	101	-0.1	-7	0	5	4	0	4
COc1cc(NC(=O)CCC(=O)OCCCC(F)(F)C(F)(F)F)nc(OC)n1	-1	-1.1	100	0.4	1	-9	-3	2	-4	8
COc1ccc(-n2ncc(C(=O)NC3CC3)c2C2CCN(C(=O)OC(C)(C)C)CC2)cc1	5	-1.4	104	-0.1	-6	-2	2	-5	-1	3
O=C(NCc1cccnc1)c1nnc(Cc2ccc(F)cc2)o1	2	0.1	105	-0.2	-1	0	5	-1	9	1
CCNC(=O)O/N=C(\C)c1sc(-c2ccccc2)nc1C	0	1.1	94	0.6	1	-2	-1	-8	4	18
COc1ccc(S(=O)(=O)n2nc(OC(=O)c3ccccc3)cc2N)cc1	2	-2.6	107	0.0	0	15	2	3	-1	-3
CCC(C)(NC(=O)c1cccc(N2C(=O)CSC2c2ccccc2)c1)C(=O)Nc1ccccc1C (configuration not stated)	-1	-2.5	96	-0.2	3	-1	5	2	28	6
Cc1ccc(Oc2nsnc2N2CCOCC2)cc1	-1	3.6	99	-0.1	1	4	-5	-5	4	-1
CC(C)(C)OC(=O)N1Cc2ccccc2C[C@H]1C(=O)NCC(=O)Nc1ccc2c(c1)OCCO2	-11	-1.1	98	0.1	-5	-3	-8	-5	-9	6
O=C(c1ccc2ccccc2c1)N1CCN(c2ccc([N+](=O)[O-])c(N3CCOCC3)c2)CC1	4	0.4	104	0.2	-6	-6	2	-1	-3	-4
O=C(COc1ccc(S(=O)(=O)N2CCCCC2)cc1)Nc1ccccc1F	-3	-4.3	101	0.2	3	-16	-5	-2	-12	5
COc1ccc(CNC(=O)COC(=O)/C=C/c2cccc(Cl)c2)cc1	1	8.3*	102	-0.3	4	0	-2	6	15	12
CCCCCCn1c(=O)n2n(c1=O)C[C@]1(OC(=O)NCc3ccc(OC)c(OC)c3)CN(S(=O)(=O)c3ccc(C)cc3)C[C@]1(O)C2	-3	0.6	100	-0.1	0	-1	-13	-3	-16	13
COc1ccc(-n2nnnc2SCC(=O)Nc2cccc(C)n2)cc1OC	2	1.8	89	0.2	5	-3	4	4	-1	-6
O=C(OCC(=O)N1CCCCCC1)c1ccc(Br)c(S(=O)(=O)N2CCOCC2)c1	0	-3.6	96	0.0	0	-11	-11	-6	1	11
CCOC(=O)C1(Cc2cccc(OC)c2)CCCN(Cc2cnn(C)c2)C1 (configuration not stated)	2	0.7	102	-0.4	6	-17	-2	-5	5	3
O=C(NCc1ccco1)c1ccc(Cl)cc1[N+](=O)[O-]	3	-1.6	84	-0.1	-4	-5	-2	-12	13	4
CCCCCCCNC1=CC(=O)CC(c2ccco2)C1 (configuration not stated)	-3	-0.1	99	0.3	2	-14	3	3	7	1
COc1ccccc1C(=O)NC(=O)CSc1nc(C)cs1	-1	0.5	88	-0.3	2	-11	7	0	5	1
CCS(=O)(=O)N1Cc2ccccc2CC1C(=O)Nc1nc(C)cs1 (configuration not stated)	-10	-0.1	96	0.6	13	10	2	7	-6	1
Cc1ccc(S(=O)(=O)N(C)C)cc1NC(=O)Nc1ccccc1	1	0.3	100	-0.2	-20	-9	2	-9	10	11
Nc1ccc(N(CCO)CCO)cc1	2	-0.6	106	0.2	0	-1	-15	-1	-5	-22

Next part
SMILES	Glyco luc inh	MC4R barr agon	ABCB6 inh 2	aDG glyco up	Exocytosis inh	NOD2-RIPK2 inh	ABHD5 PLIN5 PPI	TLR9-MyD88 inh	Vif imaging	MC4R antag cAMP
CCOc1ccccc1N1CCN(C(=O)Nc2ccc(F)c(Cl)c2)CC1	-4	-1.8	99	0.0	2	6	4	-2	0	10
COc1nnc(-c2ccc(N3CCCCC3)c(NC(=O)COc3ccccc3)c2)c2ccccc12	-2	1.2	93	-0.1	-3	-5	-3	3	10	-1
COc1cccc(NC(=O)c2ccccc2NS(C)(=O)=O)c1	1	-0.9	92	0.1	4	-20	-3	-2	-21	3
CCOC(=O)C1C(=O)NC(c2ccccc2)=NC1c1ccc(Br)cc1 (configuration not stated)	1	3.0	96	1.1	-2	8	5	-2	2	8
CN(C)CCCNC(=O)c1cc(C(=O)C2CCCCC2)c[nH]1	2	-1.8	102	0.1	10	-7	-6	-4	1	1
O=C1OC2CC3CC1CC(O)(C3)C2 (configuration not stated)	4	-1.7	95	-0.2	1	-4	5	2	-3	-4
